# Assay outcomes: PubChem, several laboratories
# IMP-1 inh = blocks Pseudomonas aeruginosa IMP-1 metallo-beta-lactamase; 0.45% of 290,000 active; inhibition, % at 5.6 µM; purified IMP-1, nitrocefin hydrolysis, epi-absorbance fluorescence; AID 1556;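 active = inhibition above the mean plus 3 SD of all compounds in the same screening run, cut at about 4.5% in these data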;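 note: 0% = IMP-1 with DMSO and 100% = DMSO wells lacking enzyme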
#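 System: Purified recombinant IMP-1 metallo-beta-lactamase enzyme | Measured by: Fluorescence quenching readout, ex 480/em 530 nm | Replication: Singlicate | Incubation: 15 min preincubation plus 25 min reaction at 25 °C | Evaluation: Percent inhibition from optical density relative to buffer-blank wells | Benchmarks: DMSO with and without IMP-1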
# HCV NS3 hel inh = blocks Hepatitis C virus NS3 helicase unwinding. NS3 helicase DNA unwinding, Cy5 molecular beacon fluorescence. inhibition, % at 10.9 µM. 0.56% of 290,000 active. AID 1800;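 active = inhibition above the mean of all tested compounds plus 3 SD, set per campaign, cut at about 35% in these data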;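 note: 0% = DMSO wells and 100% = thioflavine S control wells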
#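 Assay system – hepatitis C virus NS3 helicase domain fragment enzyme · Buffer or medium – MOPS pH 6.5, MgCl2, DTT, Tween20, BSA · Reagent – Cy5/quencher beacon DNA duplex and ATP to start · Compound – single 10.9 µM dose · Timing – 1 h at 25 °C · Technique – Cy5 beacon fluorescence read at start and 1 h · Measure – % inhibition of unwinding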
# M18AAP inhibitor = blocks P. falciparum M18 aspartyl aminopeptidase. 1.2% of 290,000 active. inhibition, % at 7.35 µM. recombinant PfM18AAP, H-Glu-NHMec fluorogenic cleavage;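 active = inhibition above the campaign mean inhibition over all tested compounds plus 3 SD, cut at about 28% in these data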;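 note: 0% = plate median of test compound wells and 100% = 2 mM ZnCl2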
# NALP1 yeast inh = NALP1 inhibition; AID 2071; 0.61% of 280,000 active; inhibition, % at 10 µM; S. cerevisiae NALP1/ASC/caspase-1 growth, X-gal OD620, 72 h; in the data active = inhibition mostly above about 24%, no sharp cut-off; inactive = mostly below about 32%; note: some compounds called inactive have numbers as strong as hits
# MEKK2mut PB1 HTS = signal of MEK5 binding to mutant human MEKK2 PB1 domain; bead flow cytometry, Alexa488-MEK5 binding to MEKK2 mutant; percent response, % at 10 µM; 0.35% of 290,000 active; in the data active = percent response above about 24%, passing the limit was not always enough; note: inactives centre near 1; some results filed as inactive read as strong as hits
# MEKK2 WT-MEK5 = raises or lowers MEK5 binding to wildtype human MEKK2 PB1 domain; Q9Y2U5; bead flow cytometry, Alexa488-MEK5 binding to MEKK2 WT; actives lie on both sides; binding response (% of control), % at 10 µM; 1.1% of 290,000 active; AID 1531; in the data active = binding response below about 67% or above about 130%
# VIM-2 inh = blocks Pseudomonas aeruginosa VIM-2 metallo-beta-lactamase; AID 1527; 0.89% of 290,000 active; inhibition, % at 5.6 µM; purified VIM-2, nitrocefin hydrolysis, epi-absorbance fluorescence;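 active = inhibition above the mean of all tested compounds plus 3 SD, cutoff set per screening run, cut at about 7.5% in these data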;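 note: red hydrolysis product quenches plate fluorescence so inhibitors raise well fluorescence; 0% = enzyme with DMSO and 100% = DMSO without enzyme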
# UBC9 SUMO inh = inhibitors of human SUMOylation (UBC9); HTRF SUMOylation assay, SAE1/SAE2 + UBC9, in vitro; inhibition, % at 35 µM; 0.36% of 290,000 active; AID 2006; in the data active = inhibition above about 50%, passing the limit was not always enough; note: strong numbers were not always called active
# Target sequence (P63279 whole entry, looked up): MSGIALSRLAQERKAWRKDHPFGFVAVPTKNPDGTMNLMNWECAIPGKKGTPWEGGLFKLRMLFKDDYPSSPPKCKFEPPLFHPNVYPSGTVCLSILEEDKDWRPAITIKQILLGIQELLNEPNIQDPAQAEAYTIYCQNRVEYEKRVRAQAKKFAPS
# FID counter = displaces DNA intercalator in HCV helicase counter-screen | DNA fluorescent intercalator displacement, fluorescence | inhibition, % at 7.9 µM | 0.17% of 290,000 active | AID 1845; in the data active = inhibition above about 37%;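 note: 0% = vehicle and 100% = reference compound; higher means more ethidium bromide displaced from hairpin DNA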
# * hit, by the source's call; nt = no result given. Rows were taken by chance; 4.7% or so of the library scored in one or more.
No.	structure	IMP-1 inh	HCV NS3 hel inh	M18AAP inhibitor	NALP1 yeast inh	MEKK2mut PB1 HTS
1	CC(=O)C1=C(O)C(=O)N(c2ccc(O)cc2)C1c1ccc(F)cc1 (stereo not drawn)	-4.1	4	5	20	16
2	Nc1cc(-c2ccc(Br)cc2)nn1S(=O)(=O)c1cccc2nsnc12	-3.9	-2	-11	18	nt
3	COc1cccc(CNC23CC4CC(CC(C4)C2)C3)c1OCc1ccccc1	-1.4	-41	2	-20	3
4	Cc1ccccc1C(=O)NC(C)C(c1cccs1)N1CCOCC1 (stereo not drawn)	-0.3	-4	-3	24	8
5	Cc1cc(Br)ccc1OCCCCNCCO	-1.0	-8	8	6	-1
6	COc1ccc(-c2cc(C(F)(F)F)n3nc(C(=O)NCCCN4CCOCC4)cc3n2)cc1	-1.4	-3	1	6	-1
7	CCc1cc2c(=O)[nH]c(N3CCOCC3)nc2s1	-1.9	0	1	-11	2
8	CCCCNS(=O)(=O)c1ccc2nc(-c3cccs3)cc(C(=O)NCC(OC)OC)c2c1	-1.8	-15	5	25	-6

No.	MEKK2 WT-MEK5	VIM-2 inh	UBC9 SUMO inh	FID counter
1	101	-2.6	27	-3
2	nt	-2.4	-14	9
3	116	-2.0	2	35
4	105	-2.3	10	-2
5	108	2.1	15	13
6	102	1.4	27	7
7	104	0.8	-30	2
8	99	-2.3	43	-26

No.	structure	IMP-1 inh	HCV NS3 hel inh	M18AAP inhibitor	NALP1 yeast inh	MEKK2mut PB1 HTS
9	COc1ccc(Cl)c(NC(=O)Nc2c(C)n(-c3ccccc3)c(=O)n2C)c1	-5.0	11	-8	10	8
10	CC(C)(CCl)C(=O)Nc1ccc(C(F)(F)F)cc1	-0.3	-11	-6	-9	-12
11	CSC(=S)N(C)C1CCS(=O)(=O)C1 (stereo not drawn)	0.1	-5	3	35	-1
12	O=C(Nc1nccc(-c2cccs2)n1)c1ccccc1Cl	-1.8	6	-1	1	4
13	Cc1cccc(C)c1N(C(=O)c1ccco1)C(C(=O)NC1CCCC1)c1ccncc1 (stereo not drawn)	-1.1	1	-1	23	-1
14	Cc1cc(C)cc(C(=O)N2CC(=O)Nc3ccccc32)c1	-2.5	-3	4	-18	15
15	Fc1ccc(NC(=S)NCc2ccc3c(c2)OCO3)cc1	-1.1	-4	3	-8	-3
16	COc1ccc(N2CCN(C(CNC(=O)CC(C)(C)C)c3ccc4c(c3)OCO4)CC2)cc1 (stereo not drawn)	-1.0	-2	3	18	-1

No.	MEKK2 WT-MEK5	VIM-2 inh	UBC9 SUMO inh	FID counter
9	110	-4.9	2	-4
10	92	-0.7	-6	4
11	96	-0.9	-23	4
12	101	-0.3	-4	-1
13	98	-0.2	2	-22
14	105	-1.9	-5	-11
15	96	-0.4	4	-5
16	101	-0.1	-10	-22

# One compound at a time, from the list above. Order of screens: IMP-1 inh, HCV NS3 hel inh, M18AAP inhibitor, NALP1 yeast inh, MEKK2mut PB1 HTS, MEKK2 WT-MEK5, VIM-2 inh, UBC9 SUMO inh, FID counter
# Shown for `COc1ccc(N2CCN(C(CNC(=O)CC(C)(C)C)c3ccc4c(c3)OCO4)CC2)cc1` (stereo not drawn) = -1.0, -2, 3, 18, -1, 101, -0.1, -10, -22
# Shown for `COc1ccc(Cl)c(NC(=O)Nc2c(C)n(-c3ccccc3)c(=O)n2C)c1` = -5.0, 11, -8, 10, 8, 110, -4.9, 2, -4

# The listing continues.
No.	structure	IMP-1 inh	HCV NS3 hel inh	M18AAP inhibitor	NALP1 yeast inh	MEKK2mut PB1 HTS
17	O=C(CNC(=S)N(Cc1ccc(F)cc1)C1CCCCC1)NC1CC1	-0.8	5	1	2	2
18	CCOC(=O)C1CCN(S(=O)(=O)c2ccc(C(=O)OC)cc2)CC1	-1.4	-1	2	4	2
19	CC(Sc1nc2ccccc2s1)C(=O)NC1CCCc2ccccc21 (stereo not drawn)	-3.3	-1	4	29	15
20	Cc1ccc2nc(SCC(=O)Nc3cc(C)on3)c(C)cc2c1	0.5	0	-12	28	-7
21	COc1ccc(Br)cc1S(=O)(=O)NCCN1CCOCC1	0.0	-1	-13	14	-4
22	CCCC(C)C(=O)Nc1ccncc1 (stereo not drawn)	-2.1	3	4	11	-10
23	CN(C)CCNc1nc2c(c(=O)[nH]c(=O)n2C)n1CC(O)COc1ccc(Cl)cc1 (stereo not drawn)	-2.9	-6	2	0	4
24	CCN(CC)c1ccc(NC(=O)Nc2ccccc2C(F)(F)F)cc1	-3.0	6	-2	17	4

No.	MEKK2 WT-MEK5	VIM-2 inh	UBC9 SUMO inh	FID counter
17	95	-2.7	2	-15
18	100	-2.4	-10	0
19	123	-0.9	-18	-25
20	99	-1.6	5	-15
21	99	-0.8	4	4
22	91	-2.4	6	-27
23	102	-0.5	11	23
24	100	-1.6	4	-1

No.	structure	IMP-1 inh	HCV NS3 hel inh	M18AAP inhibitor	NALP1 yeast inh	MEKK2mut PB1 HTS
25	COC(=O)c1c(-c2ccco2)csc1NC(=O)C1CC=CCC1C(=O)O (stereo not drawn)	-0.6	36*	2	-15	15
26	CCn1c(C)c(C2=CCN(S(=O)(=O)c3ccccc3)CC2)c2ccccc21	0.1	1	1	34	-2
27	O=C(NC1CC1)C1CCN(C2CCN(C(=O)/C=C/c3ccc(F)cc3)CC2)CC1	-1.6	-2	-5	4	11
28	O=C(NCCO)C(=O)Nc1cc2c3c(c1)CCN3C(=O)CC2	-3.2	3	-5	9	-1
29	CCC(Cc1ccccc1)NS(=O)(=O)c1ccc2c(c1)NC(=O)C(C)S2 (stereo not drawn)	-2.9	-17	1	29	-1
30	CCOC(=O)c1sc(NC(=O)C2CC=CCC2C(=O)O)nc1C (stereo not drawn)	-0.9	-3	-5	21	2
31	COc1ccccc1CNCc1cc(=O)oc2c(C)c(C)ccc12	-2.0	-8	-1	-4	2
32	CSc1nc2ncc3c(n2n1)CC1c2ccccc2CCN1C3=O (stereo not drawn)	-1.3	3	1	39	0

No.	MEKK2 WT-MEK5	VIM-2 inh	UBC9 SUMO inh	FID counter
25	111	1.2	21	-22
26	107	-2.4	0	-15
27	108	-1.4	1	2
28	95	-4.8	nt	0
29	98	-2.5	9	-23
30	98	2.2	6	-11
31	101	-0.9	-5	-31
32	100	-6.5	11	-15

No.	structure	IMP-1 inh	HCV NS3 hel inh	M18AAP inhibitor	NALP1 yeast inh	MEKK2mut PB1 HTS
33	Cc1nnc(SCC(=O)N/N=C/c2cn(-c3ccccc3)nc2-c2ccccc2)n1-c1ccccc1	-1.0	-4	11	-2	1
34	COc1ccc(Cl)cc1NC(=O)CNc1ccccc1F	-1.4	6	-3	18	3
35	O=C(Nc1ccc(N2CCCC2)c(Cl)c1)c1ccc([N+](=O)[O-])o1	-2.2	15	12	8	-3
36	Cc1c2c(=O)n(-c3nc4ccccc4s3)nc-2cc(O)n1Cc1ccccc1	-0.6	48*	5	nt	-10
37	Cc1cccc(-c2onc3ccc(C(=O)/C=C/N(C)C)cc23)c1	-0.2	11	19	16	-8
38	Cc1nn(-c2ccccc2)c(Cl)c1/C=N/NC(=O)c1ccco1	-3.0	2	1	-3	-2
39	O=C(N/N=C/c1cccnc1)c1ccc(NC(=O)c2ccc(F)cc2)cc1	-3.7	2	-1	27	-3
40	NC(=S)Cc1nc(-c2ccc(Cl)cc2)cs1	-3.5	13	11	2	-7

No.	MEKK2 WT-MEK5	VIM-2 inh	UBC9 SUMO inh	FID counter
33	93	-0.1	-25	-7
34	105	0.1	32	4
35	98	-3.0	22	10
36	87	-1.0	57	-19
37	87	2.1	2	-12
38	98	-7.8	-16	-11
39	105	-0.8	-4	-11
40	92	-3.7	11	-1

# Ordered by heavy-atom count (falling): ten of the compounds above
No.	structure	IMP-1 inh	HCV NS3 hel inh	M18AAP inhibitor	NALP1 yeast inh	MEKK2mut PB1 HTS
33	Cc1nnc(SCC(=O)N/N=C/c2cn(-c3ccccc3)nc2-c2ccccc2)n1-c1ccccc1	-1.0	-4	11	-2	1
27	O=C(NC1CC1)C1CCN(C2CCN(C(=O)/C=C/c3ccc(F)cc3)CC2)CC1	-1.6	-2	-5	4	11
36	Cc1c2c(=O)n(-c3nc4ccccc4s3)nc-2cc(O)n1Cc1ccccc1	-0.6	48*	5	nt	-10
26	CCn1c(C)c(C2=CCN(S(=O)(=O)c3ccccc3)CC2)c2ccccc21	0.1	1	1	34	-2
29	CCC(Cc1ccccc1)NS(=O)(=O)c1ccc2c(c1)NC(=O)C(C)S2 (stereo not drawn)	-2.9	-17	1	29	-1
32	CSc1nc2ncc3c(n2n1)CC1c2ccccc2CCN1C3=O (stereo not drawn)	-1.3	3	1	39	0
38	Cc1nn(-c2ccccc2)c(Cl)c1/C=N/NC(=O)c1ccco1	-3.0	2	1	-3	-2
28	O=C(NCCO)C(=O)Nc1cc2c3c(c1)CCN3C(=O)CC2	-3.2	3	-5	9	-1
34	COc1ccc(Cl)cc1NC(=O)CNc1ccccc1F	-1.4	6	-3	18	3
40	NC(=S)Cc1nc(-c2ccc(Cl)cc2)cs1	-3.5	13	11	2	-7

No.	MEKK2 WT-MEK5	VIM-2 inh	UBC9 SUMO inh	FID counter
33	93	-0.1	-25	-7
27	108	-1.4	1	2
36	87	-1.0	57	-19
26	107	-2.4	0	-15
29	98	-2.5	9	-23
32	100	-6.5	11	-15
38	98	-7.8	-16	-11
28	95	-4.8	nt	0
34	105	0.1	32	4
40	92	-3.7	11	-1

# More structures.
No.	structure	IMP-1 inh	HCV NS3 hel inh	M18AAP inhibitor	NALP1 yeast inh	MEKK2mut PB1 HTS
41	Cc1cc(C(=O)N2CCCc3ccccc32)ccc1[N+](=O)[O-]	0.0	-5	1	6	3
42	O=C(c1cccnc1)N1N=C2CCCCCC2C1(O)C(F)(F)F (stereo not drawn)	-0.2	-2	-2	3	-7
43	COc1ccc(CSC2=NCCN2)cc1Cl	-2.6	-1	-11	-10	nt
44	COCCN(C(=O)/C=C/c1cccc([N+](=O)[O-])c1)c1c(N)n(Cc2ccccc2)c(=O)[nH]c1=O	-2.0	-2	0	8	-8
45	CCOc1cc2[nH]c(=S)n(Cc3ccc(C(=O)NCCCN(CC)CC)cc3)c(=O)c2cc1OCC	-4.1	-52	8	-4	11
46	Cc1cccc(NC(=O)c2cnn(C)c2)c1C	0.2	8	-6	20	-2
47	CSc1ccc(S(=O)(=O)N(CC(=O)NN=C2CCN(C)CC2)c2ccc(C)cc2)cc1	0.3	-12	-2	-8	-12

No.	MEKK2 WT-MEK5	VIM-2 inh	UBC9 SUMO inh	FID counter
41	108	-2.3	2	-10
42	91	-0.6	5	-7
43	nt	-1.6	-4	-1
44	98	-2.4	0	-16
45	113	-3.3	4	24
46	102	0.4	1	1
47	72	-0.9	-8	-36
